High-throughput results as filed in PubChem.
Rpn11 inh: inhibitors of human proteasome Rpn11. O00487. human 26S proteasome, Ub4-pepOG fluorescence polarization; 20S core pre-blocked with epoxomicin. calls only at 20 µM. 0.59% of 360,000 active. AID 588493;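 active = inhibition at 20 µM, scaled to each plate's controls, above about 33%, limit read from the data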
DNMT1 inh: DNMT1 (human) enzyme inhibition. P26358. DNMT1 molecular beacon, Hinp1I cleavage, fluorescence. inhibition (reported as % activation of signal), % at 10 µM. 0.83% of 360,000 active. AID 588458; in the data active = inhibition above about 50%
Target sequence (P26358 504-1616 limits assumed): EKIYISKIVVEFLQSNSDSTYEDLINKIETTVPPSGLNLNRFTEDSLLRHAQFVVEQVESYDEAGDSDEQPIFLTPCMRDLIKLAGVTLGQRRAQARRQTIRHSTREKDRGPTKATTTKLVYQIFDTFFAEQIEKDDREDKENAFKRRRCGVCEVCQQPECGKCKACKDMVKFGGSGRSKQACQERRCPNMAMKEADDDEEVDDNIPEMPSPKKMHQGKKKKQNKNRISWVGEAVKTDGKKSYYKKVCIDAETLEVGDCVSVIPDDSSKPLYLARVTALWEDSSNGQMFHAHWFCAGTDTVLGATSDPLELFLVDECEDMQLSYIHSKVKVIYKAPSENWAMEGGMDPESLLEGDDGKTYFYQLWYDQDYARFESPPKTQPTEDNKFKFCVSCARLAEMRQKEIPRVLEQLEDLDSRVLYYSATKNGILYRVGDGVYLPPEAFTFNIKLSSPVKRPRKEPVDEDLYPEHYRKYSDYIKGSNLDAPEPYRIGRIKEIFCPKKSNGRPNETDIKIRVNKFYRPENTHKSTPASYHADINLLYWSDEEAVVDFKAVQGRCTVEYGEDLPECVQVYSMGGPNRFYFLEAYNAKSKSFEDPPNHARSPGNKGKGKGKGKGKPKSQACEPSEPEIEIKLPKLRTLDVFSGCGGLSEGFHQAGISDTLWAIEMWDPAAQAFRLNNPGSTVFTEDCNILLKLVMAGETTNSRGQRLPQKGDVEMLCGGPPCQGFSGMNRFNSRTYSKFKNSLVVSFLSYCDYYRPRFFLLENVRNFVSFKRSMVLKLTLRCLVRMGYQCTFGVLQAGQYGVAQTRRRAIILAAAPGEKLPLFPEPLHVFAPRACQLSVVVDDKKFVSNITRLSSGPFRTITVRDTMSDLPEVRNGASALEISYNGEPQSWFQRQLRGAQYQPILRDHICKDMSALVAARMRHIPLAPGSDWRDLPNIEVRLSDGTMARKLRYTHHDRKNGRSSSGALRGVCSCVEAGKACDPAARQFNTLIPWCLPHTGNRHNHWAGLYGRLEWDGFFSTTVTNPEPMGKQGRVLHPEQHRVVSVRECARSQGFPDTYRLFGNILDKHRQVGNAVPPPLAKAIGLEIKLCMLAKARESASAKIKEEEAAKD
Scp-1 inhibitor: Scp-1 (human) phosphatase inhibition; Q9GZU7; Recombinant Scp1, phosphopeptide, malachite green phosphate absorbance; inhibition, % at 20 µM; 0.88% of 340,000 active;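 active = inhibition above about 50% at 20 µM, limit read from the data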;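 note: plate controls were DMSO wells with enzyme for no effect and wells lacking enzyme for full effect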
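assay system = SCP-1 phosphatase catalytic domain, residues 76-261 | buffer or medium = 50 mM Tris acetate pH 5.5, 0.005% Tween-20, 10 mM MgCl2 | incubation = enzyme reaction 45 min at room temperature, colour 5 min, stabilisation 30 min | signal = Phosphate-binding colour reagent, absorbance read at 630 nm | measure = % inhibition at 20 µM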
LMPTP block: blocks human LMPTP phosphatase; P24666; recombinant LMPTP-A, OMFP fluorogenic substrate, fluorescence intensity; inhibition, % at 20 µM; 0.22% of 360,000 active;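 active = compounds that cut the enzyme signal by at least half of the control window in the single-dose screen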;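 note: plate controls were DMSO wells with enzyme plus substrate for no effect and substrate without enzyme for full effect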
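test system = LMPTP-A | amount = 0.625 nM LMPTP-A final | reagent = fluorogenic phosphatase substrate OMFP at 400 µM final | incubation = 50 min at room temperature | benchmarks = no-enzyme low control, uninhibited high control | medium = Bis-Tris pH 6.0, DTT, detergent | signal = fluorescence intensity of OMFP turnover product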
STEP inh: inhibitors of human striatal-enriched phosphatase STEP; recombinant STEP, OMFP fluorogenic substrate, fluorescence; P54829; 0.25% of 360,000 active; inhibition, % at 20 µM; AID 588621;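 active = inhibition at 20 µM, scaled per plate between control wells, above about 37%, limit read from the data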;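 note: 0% = DMSO with enzyme and substrate and 100% = substrate only without enzyme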
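Also added – OMFP at 25 µM · Test system – STEP tyrosine phosphatase · Technique – FITC-channel fluorescence of OMFP product · Schedule – 20 min at room temperature, dark · Evaluation – control-normalized % inhibition with plate pattern correction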
MT1-MMP act inh: blocks activation of human MT1-MMP | P50281 | HT1080 RFP-PRO-GFP cells, GFP/RFP ratio fluorescence, overnight; percent of plate control window, DMSO zero | GFP/RFP ratio change, % at 20 µM | 0.061% of 360,000 active;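 active = GFP/RFP ratio change of at least 30% with cell ATP level not reduced by more than half and red fluorescence within 50% of control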; note: strong numbers were not always called active
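Compound: 20 µM single dose, 1% DMSO / System: HT1080 RFP-PRO-GFP cells / Controls: DMSO and RFP-L50D-GFP cell wells / Read-out basis: GFP/RFP fluorescence ratio / Schedule: overnight compound exposure at 37 °C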
NadD inh: inhibitors of Staphylococcus aureus NadD | purified NadD enzyme, colorimetric absorbance read-out | inhibition, % at 20 µM | 0.78% of 360,000 active; in the data active = inhibition above about 26%; note: some compounds past the cut are filed as inactive
SKN-1 inh: blocks SKN-1 activity in C. elegans; C. elegans VP596 Pgst-4::GFP/RFP ratio, acrylamide-induced, 24 h; inhibition, % at 21.8 µM; 0.49% of 360,000 active; AID 624304;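 active = interference check ratio from 0.5 to 1.5 plus GFP to RFP signal ratio inhibition reaching or exceeding a fixed threshold, cut at about 30% in these data, passing the limit was not always enough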; note: some compounds called inactive have numbers as strong as hits
SUMO1-SIM PPI: SUMO1-SIM interaction modulation | 0.33% of 360,000 active | inhibition, % at 20 µM | SUMO1 binding to a labelled peptide, TR-FRET, 1 h; in the data active = inhibition above about 37%
NRP1-CendR mod: modulators of CendR peptide binding to human neuropilin-1. O14786. FAM-RPARPAR peptide binding to NRP-1, fluorescence polarization. inhibition, % at 25 µM. 0.85% of 360,000 active. AID 602438;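 active = inhibition or corrected inhibition above about 18%, plus a signal ratio from 0.5 to 1.5, limit read from the data, passing the limit was not always enough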; note: strong numbers were not always called active
Active calls of the source: *; i = inactive; nt = not tested or not shown.

Start of the data: the first 9 records as a preview:
| No. | Structure | Rpn11 inh | DNMT1 inh | Scp-1 inhibitor | LMPTP block | STEP inh | MT1-MMP act inh | NadD inh | SKN-1 inh | SUMO1-SIM PPI | NRP1-CendR mod |
| --- | --- | --- | --- | --- | --- | --- | --- | --- | --- | --- | --- |
| 1 | CCC1CCC(N2CCN(c3ccc([N+](=O)[O-])cc3)CC2)CC1 (stereo not given) | i | 10 | 3 | -2.2 | -2 | 6 | 2 | 4 | -25 | -6 |
| 2 | CCNC(=O)C1(C)CCN1Cc1cc(-c2ccccc2)n(C)n1 (stereo not given) | i | -10 | nt | -1.7 | -1 | -1 | -6 | 8 | 1 | -6 |
| 3 | CN(C)CCCn1cnc2c(c1=N)C(c1ccccc1)c1ccc3ccccc3c1O2 (stereo not given) | i | -3 | 5 | -3.9 | 5 | 1 | -6 | 11 | -82 | 4 |
| 4 | CCC(=O)Nc1nc2ccc(NC(=O)c3cc(OC)c(OC)c(OC)c3)cc2s1 | i | 1 | -6 | 1.2 | -2 | 6 | -1 | 3 | 9 | -2 |
| 5 | Cc1ccc(-c2nnc(SCC(=O)NC3CCCC3)n2C)cc1 | i | 1 | -3 | -0.2 | -4 | 1 | -7 | -2 | 2 | -1 |
| 6 | CCC(C)n1cnc2c(c1=O)c1nc3ccccc3nc1n2-c1ccc2c(c1)OCCO2 (stereo not given) | i | 0 | -4 | 1.3 | -1 | -2 | 3 | -3 | 1 | 0 |
| 7 | CC(OC(=O)Cn1c(C(F)(F)F)nc2ccccc21)C(N)=O (stereo not given) | i | 1 | -13 | -4.2 | -4 | 5 | -3 | -15 | -3 | -1 |
| 8 | O=C(Nc1cccc2ccccc12)/C(Cl)=C/c1ccccc1 | i | -4 | -24 | 0.3 | 9 | -3 | -1 | 16 | -5 | -6 |
| 9 | O=C(Nc1ccc2c(c1)OCO2)C1CCCN1C(=O)Nc1ccccc1F (stereo not given) | i | -5 | 0 | 1.3 | -3 | 3 | 5 | -11 | 0 | 0 |

The listing (from the top)
| No. | Structure | Rpn11 inh | DNMT1 inh | Scp-1 inhibitor | LMPTP block | STEP inh | MT1-MMP act inh | NadD inh | SKN-1 inh | SUMO1-SIM PPI | NRP1-CendR mod |
| --- | --- | --- | --- | --- | --- | --- | --- | --- | --- | --- | --- |
| 1 | CCC1CCC(N2CCN(c3ccc([N+](=O)[O-])cc3)CC2)CC1 (stereo not given) | i | 10 | 3 | -2.2 | -2 | 6 | 2 | 4 | -25 | -6 |
| 2 | CCNC(=O)C1(C)CCN1Cc1cc(-c2ccccc2)n(C)n1 (stereo not given) | i | -10 | nt | -1.7 | -1 | -1 | -6 | 8 | 1 | -6 |
| 3 | CN(C)CCCn1cnc2c(c1=N)C(c1ccccc1)c1ccc3ccccc3c1O2 (stereo not given) | i | -3 | 5 | -3.9 | 5 | 1 | -6 | 11 | -82 | 4 |
| 4 | CCC(=O)Nc1nc2ccc(NC(=O)c3cc(OC)c(OC)c(OC)c3)cc2s1 | i | 1 | -6 | 1.2 | -2 | 6 | -1 | 3 | 9 | -2 |
| 5 | Cc1ccc(-c2nnc(SCC(=O)NC3CCCC3)n2C)cc1 | i | 1 | -3 | -0.2 | -4 | 1 | -7 | -2 | 2 | -1 |
| 6 | CCC(C)n1cnc2c(c1=O)c1nc3ccccc3nc1n2-c1ccc2c(c1)OCCO2 (stereo not given) | i | 0 | -4 | 1.3 | -1 | -2 | 3 | -3 | 1 | 0 |
| 7 | CC(OC(=O)Cn1c(C(F)(F)F)nc2ccccc21)C(N)=O (stereo not given) | i | 1 | -13 | -4.2 | -4 | 5 | -3 | -15 | -3 | -1 |
| 8 | O=C(Nc1cccc2ccccc12)/C(Cl)=C/c1ccccc1 | i | -4 | -24 | 0.3 | 9 | -3 | -1 | 16 | -5 | -6 |
| 9 | O=C(Nc1ccc2c(c1)OCO2)C1CCCN1C(=O)Nc1ccccc1F (stereo not given) | i | -5 | 0 | 1.3 | -3 | 3 | 5 | -11 | 0 | 0 |
| 10 | CCCCN1C(=O)C(=O)N(CC(=O)c2ccc3c(c2)OCO3)C1=O | i | 2 | 1 | -0.6 | -1 | 1 | -3 | 1 | -3 | 8 |
| 11 | Cc1ccc(S(=O)(=O)N2CCN(C(=O)N(C)C)CC2)cc1 | i | 1 | 5 | 1.5 | 0 | -6 | 1 | 0 | -2 | 10 |
| 12 | Cc1cc(C)cc(NC(=O)Nc2cccc(S(N)(=O)=O)c2)c1 | i | -2 | -12 | 0.1 | 0 | 1 | -6 | -5 | -1 | 13 |
| 13 | COc1cccc2cc(C(C)N(CCCN3CCOCC3)C(=S)Nc3c(C)cccc3C)oc12 (stereo not given) | i | 1 | -9 | -1.1 | 9 | 0 | -1 | -3 | 2 | -6 |
| 14 | O=C(NCc1cccs1)Nc1ccc2c(c1)OCO2 | i | -1 | -9 | -0.2 | -1 | 0 | 5 | 22 | 2 | 4 |
| 15 | CCOC(=O)CC(=O)CSc1nc2c(sc(=S)n2-c2ccccc2)c(=O)[nH]1 | i | 0 | -4 | 0.0 | 6 | 1 | 5 | 4 | -3 | -3 |
| 16 | C=CCNc1sc(C(=O)c2ccccc2)c(N)c1-c1nc2ccccc2s1 | i | -9 | 2 | -0.3 | -1 | 2 | 12 | 14 | -17 | -24 |
| 17 | O=C(Nc1cc(Cl)ccc1N1CCOCC1)c1ccc(N2CCCCC2)c([N+](=O)[O-])c1 | i | -2 | 1 | 3.3 | 5 | -2 | 3 | 10 | -6 | 13 |
| 18 | CCSc1cc(C)nc2c(-c3ccccc3)c(C)nn12 | i | -3 | 0 | -0.6 | 0 | 5 | -5 | -7 | 4 | 0 |
| 19 | Cc1ccc(C(=O)O)cc1NC(=O)C1CCN(S(=O)(=O)c2ccc3c(c2)OCCO3)CC1 | i | -3 | -12 | -0.8 | -3 | 3 | 1 | 28 | 0 | 15 |
| 20 | CCOC(=O)C1=C(C)NC(=O)NC1c1ccc(N(CC)CC)cc1 (stereo not given) | i | -3 | -6 | 0.2 | -1 | -3 | 2 | 10 | 7 | -13 |
| 21 | Cc1nc2nc3c(cn2n1)C(=O)CCC3 | i | -1 | -8 | -1.8 | -3 | -5 | -6 | 15 | -1 | -10 |
| 22 | CC(=O)c1c(O)c(C)c(O)c2c1OC1=Cc3c(c(C)nn3-c3ccccc3)C(=O)C12C (stereo not given) | i | -6 | nt | -1.4 | 3 | 4 | 12 | 8 | 0 | 5 |
| 23 | N#CC(=Cc1ccnc2ccccc12)c1ccccc1 | i | -2 | nt | 3.8 | 2 | 11 | 0 | -1 | -6 | 5 |
| 24 | Cc1ccc(-n2c(SCC(=O)N3c4ccccc4Sc4ccccc43)nnc2-c2ccncc2)cc1 | i | -4 | 4 | 3.7 | 0 | -6 | 6 | 9 | -3 | 11 |
| 25 | c1ccc(CNCCCNCCCCNCCCNCc2ccccc2)cc1 | i | -69 | -10 | -8.8 | -1 | -5 | -10 | 27 | -242 | 3 |
| 26 | COc1ccccc1Cc1c(C2CCCCC2)nc2ccc(Cl)cn12 | i | -4 | nt | 2.1 | 1 | -2 | -7 | 5 | -1 | 6 |
| 27 | O=C(Nc1ccon1)c1ccc(S(=O)(=O)N2CCOCC2)cc1 | i | -3 | -3 | -2.1 | -1 | -1 | -5 | -8 | 3 | 9 |
| 28 | O=C(COc1ccc(Cl)cc1)NCc1nnc(SCC(=O)c2ccccc2)o1 | i | -2 | -7 | 0.7 | 4 | 12 | 0 | -2 | -1 | 6 |
| 29 | COC(=O)C1=C(C(=O)OC)[C@@H]2Nc3ccccc3[C@@]23C[C@@H](C(=O)OC)N(C(=O)c2ccco2)C3=N1 | i | 3 | -8 | -1.5 | 2 | -1 | 2 | 0 | 6 | 2 |
| 30 | O=C(COc1ccc(Cl)cc1Br)Nc1ccccc1N1CCCC1 | i | 0 | -7 | 4.5 | 2 | -10 | 4 | 9 | 2 | -1 |
| 31 | O=C(CN1CCN(C(=O)CNC(=O)c2ccc(N3CCCC3=O)cc2)CC1)Nc1ccccc1Cl | i | 2 | 0 | -0.9 | 1 | -3 | 1 | -4 | 0 | -4 |
| 32 | Cc1cc(C)nc(SCc2ccc(C(=O)N/N=C/c3ccncc3)cc2)n1 | i | 1 | 2 | 0.1 | 2 | -2 | -6 | -16 | -13 | 0 |
| 33 | COc1ccccc1C(=O)NCC(c1cccs1)N1CCc2ccccc21 (stereo not given) | i | -2 | -2 | 4.2 | 6 | 2 | 0 | -7 | 1 | -8 |
| 34 | O=C(CN1C(=O)NC2(CCCC2)C1=O)OCc1c(F)cccc1Cl | i | 2 | -5 | -0.2 | 3 | 1 | -20 | 13 | -4 | -8 |
| 35 | Cc1ccccc1-n1c(=O)c2ccccc2n(CC(=O)NCc2ccco2)c1=O | i | 3 | 0 | -0.1 | 4 | -3 | -3 | -13 | -2 | 0 |
| 36 | CCO[C@@H]1OC(C(=O)NC2CC2)=C[C@H](c2ccc(C(F)(F)F)cc2)[C@H]1CCCO | i | 8 | 2 | 0.3 | 3 | 1 | 2 | 4 | 4 | 4 |
| 37 | O=C1N=C(N2CCCCC2)S/C1=C\c1ccncc1 | i | 3 | -11 | -0.9 | 1 | -9 | -8 | 5 | -11 | -9 |
| 38 | COc1ccc(S(=O)(=O)N(C)CC(=O)NC2CC2)cc1OC | i | 1 | -5 | -0.2 | 3 | -2 | -1 | -2 | 1 | 5 |
| 39 | COCCN1CCn2c(nc3cc(NS(C)(=O)=O)ccc32)C1 | i | 0 | -9 | -1.2 | -3 | 0 | -2 | 2 | 7 | -2 |
| 40 | O=C(O)c1ccc2nc(-c3ccco3)c(-c3ccco3)nc2c1 | i | 100* | 47 | 6.3 | 34 | -3 | 3 | 3 | 40* | -8 |
| 41 | CSc1ccc(C(=O)C2CCCN(S(=O)(=O)c3c(C)noc3C)C2)cc1 (stereo not given) | i | -6 | -9 | 0.7 | -2 | -2 | -2 | 0 | 4 | -6 |
| 42 | CCOC(=O)c1cc2ccc(OC)c(OC)c2c(=O)s1 | i | -2 | -3 | -0.2 | 3 | 4 | -5 | -5 | -20 | 0 |
| 43 | CCCCC[C@H]1CCCCC[C@@H](O)C[C@@H](O)[C@@H](O)/C=C/C(=O)O1 | nt | nt | nt | -1.9 | nt | 5 | -6 | 18 | 0 | 5 |
| 44 | O=C(OCn1nnc2ccccc2c1=O)c1ccco1 | i | 7 | -5 | -1.6 | 1 | 2 | -8 | -1 | -6 | -4 |
| 45 | CCC/C=C1/CCCOC(C(=O)NCc2ccc(S(C)(=O)=O)cc2)(C(F)(F)F)C1 (stereo not given) | i | -3 | -10 | -0.8 | 0 | 1 | -2 | 7 | -1 | -1 |
| 46 | CNC(=O)c1c(NC(=O)C(C)C)sc2c1CCC2 | i | 3 | -6 | 0.7 | 0 | 2 | -6 | 0 | -4 | -4 |
| 47 | CN(C(=O)COC(=O)c1n[nH]c2ccccc12)c1ccccc1 | i | 6 | 2 | 0.6 | 1 | -2 | -1 | -5 | -4 | 3 |
